From PubChem
GalR3 antag = GalR3 antagonists in HEK293 cells, primary screen, cell-based, fluorescence readout; HEK293 GalR3-CNG cAMP membrane potential fluorescence; galR3 body fused to GalR1 C-terminus; actives 0.44% (n = 360,000); inhibition, % at 3 µM; Galanin receptor type 3 (Homo sapiens), O60755; AID 651719, 2012;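 active means inhibition above the screen-wide average plus 3 SD, cut at about 13% in these data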;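 further: forskolin and galanin both at EC90 stimulate the cells; cAMP rise reported by CNG channel membrane potential dye signal; 0% = forskolin plus galanin with DMSO and 100% = forskolin alone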
PHOSPHO1 inh = PubChem AID 1565 | Phosphoethanolamine/phosphocholine phosphatase (Homo sapiens), Q8TCT1 | recombinant PHOSPHO1, absorbance phosphatase assay | inhibition, % at 13.3 µM | actives 1.1% (n = 290,000); in the data active means inhibition above about 60%
Target sequence (Q8TCT1 whole entry, looked up): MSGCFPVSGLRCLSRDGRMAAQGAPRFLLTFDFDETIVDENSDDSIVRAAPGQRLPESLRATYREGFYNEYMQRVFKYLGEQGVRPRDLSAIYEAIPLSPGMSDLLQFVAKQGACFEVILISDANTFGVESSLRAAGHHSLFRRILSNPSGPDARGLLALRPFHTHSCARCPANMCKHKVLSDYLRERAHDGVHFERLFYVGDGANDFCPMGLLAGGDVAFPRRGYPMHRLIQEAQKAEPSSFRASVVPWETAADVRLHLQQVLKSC
CRFR2-BP ag = agonists of CRF-BP/CRF-R2 complex, primary screen, cell-based, HEK293, calcium dye fluorescence, uHTS; actives 0.46% (n = 350,000); activation, % at 13.2 µM; calcium dye fluorescence (FLIPR); percent of saturating CRF peptide response; CRF-binding protein / CRF receptor 2 complex (human);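 active means activation of at least 50%, plus an integration ratio under a set limit after plate pattern correction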;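 further: plate controls were neutral control wells without compound for no effect and CRF at EC100 for full effect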
MEKK3 PB1 HTS = modulators of MEKK3-MEK5 PB1 binding, primary screen, biochemical, wildtype MEKK3, multiplex bead flow cytometry, Alexa488-MEK5 | Mitogen-activated protein kinase kinase kinase 3 (Homo sapiens), Q99759 | bead-based flow cytometry, Alexa488-MEK5 binding to MEKK3; actives lie on both sides; 0 = blocked by unlabeled MEK5, 100 = vehicle | actives 1.4% (n = 290,000) | binding response (% of control), % at 10 µM;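 active means binding response more than 3 SD above or below the average of its plate-row segment, actives on both sides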;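 further: Alexa488 bead fluorescence after subtracting the streptavidin-only scavenger bead signal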
Target sequence (Q99759 whole entry, looked up): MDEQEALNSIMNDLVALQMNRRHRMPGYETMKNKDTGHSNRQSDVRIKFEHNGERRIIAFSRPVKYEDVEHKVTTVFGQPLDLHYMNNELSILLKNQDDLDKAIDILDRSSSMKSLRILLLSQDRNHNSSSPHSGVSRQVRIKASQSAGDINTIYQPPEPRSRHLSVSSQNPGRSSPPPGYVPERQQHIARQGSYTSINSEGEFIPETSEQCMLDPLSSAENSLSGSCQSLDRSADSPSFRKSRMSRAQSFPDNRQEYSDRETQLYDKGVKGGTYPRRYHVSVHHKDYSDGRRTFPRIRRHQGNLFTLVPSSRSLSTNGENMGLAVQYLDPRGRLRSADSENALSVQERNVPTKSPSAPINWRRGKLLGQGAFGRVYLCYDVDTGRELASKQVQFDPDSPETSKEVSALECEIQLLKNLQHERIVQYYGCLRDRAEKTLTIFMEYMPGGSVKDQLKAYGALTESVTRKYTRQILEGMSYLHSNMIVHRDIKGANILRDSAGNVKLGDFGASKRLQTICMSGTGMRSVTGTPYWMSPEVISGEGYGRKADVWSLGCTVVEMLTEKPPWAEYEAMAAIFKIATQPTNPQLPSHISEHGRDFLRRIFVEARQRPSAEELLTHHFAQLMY
p-CIP stab down = p/CIP-EGFP fusion destabilizers, primary screen, fluorescence, F442A cells. Q05BA5. 16 h. decrease of EGFP signal, % at 10 µM. actives 0.01% (n = 290,000);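 active means EGFP signal decrease of at least 30% at 10 µM or well 3 SD below plate mean, unless failing retest; inactive means the rest, including hits failing retest or dose response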; further: some compounds called inactive have numbers as strong as hits; many of its hits are not listed in these tables
IDE inh = human IDE inhibitors in live cells, primary screen, fluorescence polarization, HEK cells, FAbetaB substrate. Insulin-degrading enzyme (Homo sapiens), P14735. FAbetaB cleavage. inhibition, % at 5.59 µM. actives 0.41% (n = 320,000). AID 434962, 2010;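 active means percent inhibition above the average of all tested compounds plus 3 SD, set per screening campaign, cut at about 16% in these data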;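 further: IDE supplied by intact live HEK cells; FP after avidin binding of uncleaved biotin substrate so inhibition keeps polarization high; 0% = DMSO wells and 100% = 60 µM reference IDE inhibitor Ii1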
M4 PAM = human M4 muscarinic receptor positive allosteric modulators, primary screen, CHO-K1 cells, Fluo-8 calcium fluorescence; Muscarinic acetylcholine receptor M4 (Homo sapiens), P08173; CHO-K1 hM4/Gqi5, ACh EC20; 0% = ACh EC20, 100% = maximal ACh; activation, % at 3 µM; actives 0.4% (n = 360,000);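 active means activation above its plate's cutoff, the mean activation of sample wells plus 3 SD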; further: some results filed as inactive read as strong as hits
CRFBP-R2 block = antagonists of CRF-BP/CRF-R2 complex, primary screen, cell-based, HEK293, calcium dye fluorescence, uHTS; CRF-induced calcium fluorescence; inhibition, % at 11.8 µM; actives 0.59% (n = 350,000);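 active means inhibition of the ligand-induced calcium signal above about 50% at the single tested concentration, limit read from the data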
IDE cell activ = human IDE activators in live cells, primary screen, fluorescence polarization, HEK cells, FAbeta-B substrate; Insulin-degrading enzyme (Homo sapiens), P14735; FAbeta-B cleavage; 0% vehicle, 100% cell-free pure enzyme wells; activation, % at 5.96 µM; actives 0.073% (n = 340,000);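 active means activation above the mean of all tested compounds plus 3 SD, set per screening campaign, cut at about 17% in these data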
The depositor's hits bear a star; . = not tested or not shown.

compound	IDE cell activ	GalR3 antag	p-CIP stab down	IDE inh	M4 PAM	CRFR2-BP ag	PHOSPHO1 inh	MEKK3 PB1 HTS	CRFBP-R2 block
CC(=O)Nc1ccc(NC(=O)C2CCCN2S(=O)(=O)c2cccc(C(F)(F)F)c2)cc1 (configuration not stated)	-7	-2	6	0	8	-3.7	24	101	5
O=C(Nc1ccc(S(=O)(=O)N2CCCCC2)cc1)C1CCCN(C(=O)c2ccc(Cl)cc2)C1 (configuration not stated)	-5	-1	-9	4	17	2.1	29	103	-19
CCCn1c(OC)nc2c1c(=O)n(C)c(=O)n2C	1	3	9	1	5	2.1	-21	104	12
Cc1ccnc2nc(C(=O)Nc3nc(-c4ccccn4)cs3)nn12	1	-2	-6	-3	5	-0.4	47	104	-7
O=c1ccsn1Cc1ccccc1	-15	-6	-8	11	11	2.7	28	101	27
CCOC(=O)CSc1nnc(Cc2ccc(OC)cc2)n1-c1ccccc1	2	2	-4	-1	4	1.3	79*	103	-5
CC(=O)CSc1nnc(Cc2ccc3c(c2)OCO3)o1	4	-5	4	-4	-3	5.1	-1	95	48
Cc1nn(CC(=O)NC2CC2)c(C)c1S(=O)(=O)NC(C)(C)C	-3	3	.	-2	-4	-1.9	.	.	6
COc1cccc(NC(=O)CCCn2c(=S)[nH]c3ccccc3c2=O)c1	5	-4	6	5	2	-1.3	55	94	9
Cc1[nH]c(C)c(S(=O)(=O)N2CCC(C)CC2)c1C(=O)N1CCCC1	5	3	-8	-2	7	-0.3	11	96	-4
Cc1cc(C)c2nc(-c3ccccn3)cc(C(=O)Nc3ccc(S(=O)(=O)Nc4onc(C)c4C)cc3)c2c1	.	.	-12	-2	-6	0.5	4	93	41
Cc1cc(=O)oc2cc(OC(C)C(=O)N3CCOCC3)ccc12 (configuration not stated)	6	-3	4	-2	-5	-1.7	11	99	6
COc1ccc(CNC(=O)/C=C/c2ccc(S(=O)(=O)NCc3ccco3)cc2)cc1OC	0	4	-8	6	-3	2.7	-18	93	6
O=C(C1=C[C@@H](c2ccccc2)C[C@@H](OCCCCO)O1)N1CCN(Cc2ccc3c(c2)OCO3)CC1	3	1	-7	-1	-3	-1.1	20	101	-7
CCN(Cc1ccccc1)C(=S)NC(=O)c1ccccc1Br	4	-10	8	4	-5	46	22	100	32
CCOC(=O)N1CCC(=NNC(=O)COc2cccc(C)c2)CC1	-3	-3	3	-1	-1	6.1	-6	106	2
CCC1Oc2ccccc2N(CC(=O)Nc2ccc3c(c2)OCCO3)C1=O (configuration not stated)	1	-5	-14	1	2	-5.4	8	107	-14
CN(C(=O)c1cccc(NC(=O)Cc2ccc(NC(=O)C3CCCN(C(=O)c4ccccc4)C3)cc2)c1)C1CCC1 (configuration not stated)	4	-5	.	.	-1	-1.0	.	.	-2
Cc1ccccc1NC(=O)CN1C(=O)COc2ccc(Cl)cc21	2	-1	1	5	-2	-2.1	2	101	2
CSc1nnc(CNS(=O)(=O)c2ccc(F)cc2)n1C	6	-8	-3	-1	2	-1.0	22	99	4
O=C(CCc1ccc(O)cc1)NN=Cc1ccc2c(c1)OCO2	.	-2	.	.	6	0.4	.	.	10
CC(C)C(NS(=O)(=O)c1cccs1)C(=O)NCc1ccc2c(c1)OCO2 (configuration not stated)	-1	2	-10	2	-7	-1.7	10	106	1
COc1ccc(C(=O)COC(=O)c2cccs2)cc1	2	-8	.	2	8	1.0	.	.	-27
COc1ccc(Cc2nc3ccc(C(=O)N4CCCC4)cc3o2)cc1	1	3	-5	5	1	-1.7	38	104	-10
Cc1cc(-c2ccccc2)nc(Nc2nc3c(C)cccc3c(=O)[nH]2)n1	0	5	.	.	7	-1.1	.	.	2
COc1ccc(-c2cc(C(=O)Nc3ccc4c(c3)OCO4)no2)cc1OC	3	-1	-12	-3	2	-0.3	26	102	-3
CC[n+]1c(/C=C/Nc2ccccc2)oc2ccc(OC)cc21	-5	-5	-107	7	2	-0.2	28	104	9
CN1C(=O)[C@H]2[C@@H](c3ccc(C(F)(F)F)cc3)N[C@]3(CCCN(Cc4ccc(Cl)cc4)C3=O)[C@H]2C1=O	.	-4	.	.	-2	0.2	.	.	-7
COCCN(C(=O)COC(=O)/C=C/c1ccccc1Cl)c1c(N)n(Cc2ccccc2)c(=O)[nH]c1=O	0	-4	.	9	4	-1.2	.	.	-8
CCCc1ccc(OCc2ccc(C(=O)N/N=C/c3cccc([N+](=O)[O-])c3)o2)c(OC)c1	5	-2	-10	-2	-5	-1.7	-1	104	14
CCCSc1ccc([C@H]2N[C@@](C)(C(=O)OC)[C@H]3C(=O)N(CC)C(=O)[C@@H]23)cc1	3	-2	.	2	10	2.0	.	.	-11
COc1ccc(OC)c(CN2CCN(C(=O)c3ccc(S(=O)(=O)Nc4ccccc4F)cc3)CC2)c1	0	-2	.	-2	-7	-0.3	.	.	-4
O=C(CNC(=O)c1ccccc1)NCCCSc1ccccc1	0	-1	.	4	2	-1.2	.	.	16
C[n+]1c2n(c3ccccc31)N=C(c1cc(C(C)(C)C)c(O)c(C(C)(C)C)c1)CS2	-1	19*	-13	-3	-4	4.2	-25	123	-44
Cc1ccccc1N1CC(C(=O)Nc2ccncc2)CC1=O (configuration not stated)	2	-1	.	5	1	-0.9	.	.	11
O=C1C=C(N(CCO)CCO)C2(CCCCC2)O1	-2	-2	6	-7	6	-2.2	-18	89	19
CON1C(=O)C(=O)N(OC)C(C)(C)C1(C)C	1	-1	6	-1	3	-3.5	1	96	21
CSc1nc(NS(=O)(=O)c2cc(Br)ccc2Br)cc(=O)[nH]1	2	-5	-4	5	-2	-0.8	32	103	7
CCOc1cc(-c2nc(-c3ccccc3)c(-c3cc([N+](=O)[O-])ccc3C)[nH]2)ccc1O	-4	-3	-22	2	-4	-0.3	-22	88	-25
Cc1ccc(N2CC(C(=O)Nc3ccc(N4CCOCC4)cc3)CC2=O)cc1C (configuration not stated)	-2	-5	9	-2	11	-1.1	26	96	14
CCCOc1ccc(-c2cn3ccccc3n2)cc1[N+](=O)[O-]	5	-1	-11	0	1	-2.2	0	101	-25
O=C(COC(=O)Cc1ccccc1[N+](=O)[O-])NC1CCCC1	3	-2	-1	1	0	1.5	4	103	9
Cc1ccc(-n2nnc3c(=O)n(Cc4cccc(C)c4)cnc32)cc1	3	.	-1	3	0	1.7	15	105	18
CNC(=O)c1[nH]cnc1C(=O)N[C@@H](Cc1ccccc1)C(=O)OC(C)(C)C	3	-8	-12	7	1	0.3	30	96	-2
N#CCCN(C(=O)CSc1nc2nc(-c3cccs3)cc(C(F)(F)F)c2c(=O)[nH]1)c1ccccc1	4	4	-9	1	-18	-1.8	28	96	5
O=C(C=C=Nc1ccccc1)C(=O)N=C=Cc1ccccc1	-4	18*	-12	0	-7	4.6	38	92	-15
O=C(NC(=S)NNC(=O)c1cc2ccccc2cc1O)c1ccco1	1	-1	8	1	-1	12	-9	95	-8
CCOCCn1c(-c2ccccc2)nc2ccccc21	.	-1	0	16	-4	-2.0	6	123	6
CCOc1ccc(NC(=O)CSc2nc3ccccc3c(=O)n2CCCC(=O)N2CCCC2)cc1	-1	-3	-7	-4	6	-1.6	21	100	26
Cc1cccc(N/C(=N\S(=O)(=O)c2ccccc2)C(F)(F)F)c1	4	1	7	2	6	-2.8	-8	.	45

(next part)
compound	IDE cell activ	GalR3 antag	p-CIP stab down	IDE inh	M4 PAM	CRFR2-BP ag	PHOSPHO1 inh	MEKK3 PB1 HTS	CRFBP-R2 block
COc1ccc(OCc2cn(CC(=O)c3ccc(O)cc3)nn2)cc1	3	-7	.	.	9	-4.8	.	.	1
COc1ccc(CCNC(=O)C2CCC(CNS(=O)(=O)c3ccc(F)cc3)CC2)cc1OC (configuration not stated)	1	0	-6	0	-16	-1.8	36	98	-2
COc1ccc(C2CC(C(F)(F)F)n3ncc(C(=O)NCC4CCCO4)c3N2)cc1OC (configuration not stated)	3	1	-12	-1	-3	-0.4	11	102	-17
Cc1ccc2nsnc2c1N(S(C)(=O)=O)S(C)(=O)=O	4	2	-11	-1	12	2.9	1	107	-23
CCn1cc(C(=O)NCCCN2CCC(C)CC2)c2cc(OC)c(OC)cc2c1=O	3	-1	-1	3	-2	-1.2	2	109	-3
O=C1NC(=O)C2(CCCC2c2ccccc2)N1 (configuration not stated)	-1	-4	.	.	2	-2.3	.	.	-6
COc1ccc(C2NC(=S)NC3=C2CCCC3=C2SCCS2)cc1 (configuration not stated)	0	-5	-6	-6	6	2.3	4	103	-7
N#Cc1nc(-c2ccco2)oc1N1CCN(c2ccccc2)CC1	1	-5	-11	-1	7	-0.8	-14	104	-16
O=C(NCCO)Nc1ccc2nsnc2c1	5	1	1	0	5	0.1	40	63	-3
CCc1ccc(-c2nn[nH]n2)cc1	1	-9	-9	0	0	1.2	9	91	2
CCc1nc2c(s1)CCc1onc(-c3ccc(Cl)cc3)c1-2	2	-4	.	2	15	-1.9	.	.	4
O=C(CSc1nccn1Cc1ccco1)Nc1ccccc1F	7	1	-25	-2	0	0.3	38	99	12
O=C(NCc1ccccc1)c1ccc(Cl)cc1	.	4	-1	-1	.	-1.5	22	103	86*
CCC(=O)C1CCCN(C(=O)CCc2nnc(C3(c4ccc(Cl)cc4)CCC3)o2)C1 (configuration not stated)	1	-2	-16	7	21*	-7.2	14	95	-2
CCc1cc2cc(C)c(C)cc2nc1SCC(=O)NNC(=O)c1ccco1	-2	-7	-19	-4	0	0.2	18	104	-31
Oc1c(CN2CCOCC2)cc(CN2CCOCC2)c(O)c1CN1CCOCC1	-5	2	.	.	2	6.9	.	.	14
COC(=O)C1=NN(C(=O)c2cccc(Br)c2)C(O)(c2ccc(Cl)cc2)C1 (configuration not stated)	-1	-1	-22	-2	-5	99*	28	107	-30
O=C1CCCc2nn(-c3ccccc3)nc21	5	-5	25	2	-2	-0.9	-11	94	-1
CCCCCCNC(=O)CC(NS(=O)(=O)c1ccc(OC)cc1)C(C)C (configuration not stated)	-3	21*	-4	-5	5	0.1	-3	98	4
COc1ccc(CCN2CC(C(=O)N(C)CC(=O)Nc3ccc(F)c(F)c3F)CC2=O)cc1OC (configuration not stated)	6	-6	.	.	7	1.0	.	.	1
CCCOc1nc2c(c(=O)n(C)c(=O)n2C)n1C	-2	-6	-2	6	3	0.1	36	106	4
COc1ccc(C)cc1N(C(=O)c1ccco1)C(C(=O)NC1CCCC1)c1ccc(N2CCOCC2)cc1 (configuration not stated)	3	-10	-18	4	-1	-1.1	32	102	-5
CN(C)/C=C1\NC(=S)N(c2ccc(Cl)cc2)C1=O	-1	0	-5	1	2	-0.9	28	99	6

An unsorted share of the library, and some 4.2% of all compounds hit somewhere here.
